HP1b chromo inh: HTS for Inhibitors of HP1-beta Chromodomain Interactions with Methylated Histone Tails. Chromobox protein homolog 1 (Homo sapiens), P83916. AlphaScreen HP1-beta / biotin-H3K9me3 peptide binding. Potency, µM (titrated, usually from 114 µM), without a hit: at the highest dose activity change, negative = inhibition, hits mostly inhibitors. 0.56% of 390,000 active; also: nearly all actives have a fitted effect of over 70% in size; inactives centre near 23
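Compound inhibition of the preformed complex between 50 nM HP1-beta and 50 nM biotinylated H3K9me3 peptide was read by AlphaScreen. Buffer was PBS pH 7.4 with 0.01% Tween-20. Incubations ran 30 min at room temperature, with 10 ug/mL donor/acceptor beads.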
GLS inhibitor: qHTS for Inhibitors of Glutaminase (GLS). Glutaminase kidney isoform, mitochondrial (Homo sapiens), O94925. GLS enzymatic activity, qHTS titration. Potency, µM (doses to about 45.5 µM), without a hit: at the highest dose activity change, negative = inhibition, actives largely listed as inhibitors. 0.21% of 410,000 active. AID 624170, 2012; also: % is scaled to controls: 0 for no effect and ±100 for the full control effect
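Two-point fluorescence kinetic (t0, 30 min RT) for hKGA; glutamate detected via glutamate oxidase–HRP–Amplex Red. Substrate: 1 mM L-glutamine solution; buffer 45 mM KH2PO4, pH 8.2.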
ERG Ets-DNA blk: qHTS for Small Molecule Inhibitors of the ERG Ets/DNA interaction; Transcriptional regulator ERG (Homo sapiens), P11308; Potency, µM (series often up to 76.9 µM), inactives show at the top dose FP activity, negative = inhibition, usual class: inhibitors; fluorescence polarization, His-ERG Ets domain / labelled DNA; 0.028% of 370,000 active; active = well fitted inhibition curve with a large enough effect in the polarisation, with a control signal flat; inconclusive = small, poorly fitted or top-dose-only effect, or effect the other way, or a change in a side signal; inactive = no such curve, though single readings can be large or run the other way; the % refers to the polarisation;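 also: polarization taken with two DNA probes labelled with fluorescein and Texas red; % of control where 0% means no effect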
Target sequence (P11308 whole entry, looked up, the tested form may be a part): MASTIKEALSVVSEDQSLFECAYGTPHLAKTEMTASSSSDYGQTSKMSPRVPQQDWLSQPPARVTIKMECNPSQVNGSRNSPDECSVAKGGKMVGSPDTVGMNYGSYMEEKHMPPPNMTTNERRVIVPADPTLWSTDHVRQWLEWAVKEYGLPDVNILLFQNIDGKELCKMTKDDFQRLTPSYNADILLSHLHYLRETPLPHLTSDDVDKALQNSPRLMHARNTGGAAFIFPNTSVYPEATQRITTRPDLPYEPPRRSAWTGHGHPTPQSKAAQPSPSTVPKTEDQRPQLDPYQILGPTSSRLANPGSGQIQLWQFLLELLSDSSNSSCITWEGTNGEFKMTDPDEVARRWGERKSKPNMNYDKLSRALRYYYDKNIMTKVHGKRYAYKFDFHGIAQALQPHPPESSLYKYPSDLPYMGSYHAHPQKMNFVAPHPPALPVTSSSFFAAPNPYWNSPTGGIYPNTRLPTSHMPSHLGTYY
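His-tagged ERG Ets domain (1 uM in the protein solution; 300mM KCl, 50mM Tris-HCl, 1mM EDTA, 1mM DTT, pH 7.5) received compound, then a probe mix of 5 nM fluorescein-DNA and 100nM Texas-615-DNA. Fluorescence polarization was read for both dyes.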
JMJD2A Tudor inh: qHTS Assay for Inhibitors of JMJD2A-Tudor Domain; 4.4% of 390,000 active; Potency, µM (titrated, usually from 114 µM), for the others: top-dose activity change, negative = inhibition, most hits filed as inhibitors; AlphaScreen JMJD2A-Tudor / H3K4me3 peptide binding; Lysine-specific demethylase 4A (Homo sapiens), O75164; AID 504339, 2011; also: % is scaled to controls: 0 for no effect and ±100 for the full control effect; nearly all actives have a fitted effect of over 50% in size
TrxR1 inh: qHTS Assay for Inhibitors of Mammalian Selenoprotein Thioredoxin Reductase 1 (TrxR1): qHTS; Thioredoxin reductase 1, cytoplasmic (Rattus norvegicus), O89049; recombinant rTrxR1, NADPH fluorescence consumption, selenite substrate; Potency, µM (series often up to 114 µM), for the others: top-dose activity change, negative = inhibition, most hits filed as inhibitors; 1% of 390,000 active; AID 588453, 2011; also: % is scaled to controls: 0 for no effect and ±100 for the full control effect; nearly all actives have a fitted effect of over 65% in size
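Rat TrxR1 (90 nM in the dispensed reagent) was pre-reduced with 400 uM NADPH for 5 min at room temperature, then incubated with compound for 15 min. After 400 uM selenite was added, NADPH fluorescence (Ex 340/Em 450 nm) was followed for 8 min.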
Tb PGK inh: qHTS Assay to Find Inhibitors of Phosphoglycerate Kinase | 0.043% of 380,000 active | Potency, µM (doses to about 57.5 µM), inactives show top-dose activity change, negative = inhibition, usual class: inhibitors | Phosphoglycerate kinase, glycosomal (Trypanosoma brucei brucei), P07378 | AID 602233, 2012 | PGK/GAPDH coupled, Kinase-Glo luminescence, 60 min; also: % is scaled to controls: 0 for no effect and ±100 for the full control effect; nearly all actives have a fitted effect of over 60% in size
Target sequence (P07378 whole entry, looked up): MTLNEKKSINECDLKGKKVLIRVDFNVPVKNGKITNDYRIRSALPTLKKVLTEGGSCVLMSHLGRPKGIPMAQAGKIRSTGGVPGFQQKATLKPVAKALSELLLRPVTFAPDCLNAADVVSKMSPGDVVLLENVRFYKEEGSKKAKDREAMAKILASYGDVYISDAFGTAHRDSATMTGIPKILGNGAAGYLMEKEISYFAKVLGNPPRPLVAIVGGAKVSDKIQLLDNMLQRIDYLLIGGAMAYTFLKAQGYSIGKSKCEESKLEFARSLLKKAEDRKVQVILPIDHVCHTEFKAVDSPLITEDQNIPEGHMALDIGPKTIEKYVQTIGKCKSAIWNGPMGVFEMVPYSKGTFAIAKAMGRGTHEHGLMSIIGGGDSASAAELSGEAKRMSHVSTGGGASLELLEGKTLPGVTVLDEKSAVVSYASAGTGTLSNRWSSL
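Luminescent ATP detection (Kinase-Glo Plus) follows a 60-minute room-temperature incubation, with wells lacking PGK as controls. Buffer: 100 mM TEA (pH 7.6), 5 mM MgCl2, 0.01% Tween-20. Coupling enzyme GAPDH (100 nM final) supplies unstable 1,3-BPG in-well.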
ALOX12 inh: Primary qHTS assay for inhibitors of human arachidonate 12S-lipoxygenase (ALOX12): Round 2; purified 12hLO, xylenol orange hydroperoxide absorbance; 1.1% of 580,000 active; Potency, µM (highest dose often 108 µM), inactives show at the highest dose activity change, negative = inhibition, actives largely listed as inhibitors; also: % is scaled to controls: 0 for no effect and ±100 for the full control effect
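Purified human 12hLO (150 nM final) in 25 mM Hepes, 0.01% Triton X-100, pH 7.0 was preincubated 15 min at room temperature with compound. Then 40 uM arachidonic acid was added, 30 min. Hydroperoxide was read by Fe-XO absorbance ratio 573/405 nm.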
Pin1 inh: qHTS Assay to Find Inhibitors of Pin1. Peptidyl-prolyl cis-trans isomerase NIMA-interacting 1 (Homo sapiens), Q13526. Pin1 FP peptide displacement, HiFluor488, 10 min. Potency, µM (highest dose often 115 µM), for the others: at the highest dose activity, negative = inhibition, actives largely listed as inhibitors. 0.009% of 390,000 active. AID 504891, 2011; active = well fitted inhibition curve with a large enough effect in the polarisation, with a control signal flat, not every such curve was filed as active; inconclusive = small, poorly fitted or top-dose-only effect, or effect the other way, or a change in a side signal; inactive = no such curve, though single readings can be large or run the other way; the % refers to the polarisation; also: % is scaled to controls: 0 for no effect and ±100 for the full control effect
RGS4 inhibitor: Inhibitors of Regulator of G Protein Signaling (RGS) 4: qHTS | Regulator of G-protein signaling 4 (Homo sapiens), P49798 | 0.039% of 390,000 active | Potency, µM (series often up to 114 µM), inactives show at the top dose activity change, negative = inhibition, actives largely listed as inhibitors | Transcreener GDP fluorescence polarization, RGS4-accelerated GTP hydrolysis | AID 504845, 2011; also: % is scaled to controls: 0 for no effect and ±100 for the full control effect; nearly all actives have a fitted effect of over 75% in size; some results filed as inactive show a strong effect at the top dose
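MLSMR compounds (23 nl, pin-transferred) preincubated 10 min at room temperature with a 500nM (2x) first reagent, then RGS4 at 900nM (2x) plus Transcreener GDP mix added; fluorescence polarization (620/688 nm) read before and after 90 min at 30 °C.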
Numbers without * were called inactive; i = inactive; u = inconclusive; x = not tested or not shown; [ ] = another dose, or the depositor's remark. Unless noted, calls follow the shape of the dose curve; as a rule, active = well fitted curve in the direction sought with a large enough effect; inconclusive = small, poorly fitted or top-dose-only effect, or another doubt; inactive = no such curve, though single readings can be large; an effect the other way counts as inactive or inconclusive. Potency is read from the fitted curve at half-maximal effect. Only part of the results is shown; the hit share may differ from the screen's.

Each structure is followed by: HP1b chromo inh, GLS inhibitor, ERG Ets-DNA blk, JMJD2A Tudor inh, TrxR1 inh, Tb PGK inh, ALOX12 inh, Pin1 inh, RGS4 inhibitor
1. CCCn1cc(S(=O)(=O)c2ccc(C)c(C)c2)c(=O)c2cc(F)c(N3CCC(C)CC3)cc21
  31%, 10%, -3%, -9%, 7%, 9%, 5%, -3%, 13%
2. CCN(CC(=O)Nc1c(F)cccc1F)C(=O)c1cc(S(=O)(=O)NCc2ccccc2)ccc1C
  7%, 13%, -8%, -12%, 8%, -4%, 5%, -4%, 12%
3. O=C1C(Cc2ccccc2)NC(=S)N1Cc1ccccc1 (stereo unspecified)
  31%, 0%, 3%, -11%, 21%, -7%, -25%, 1%, -10%
4. CC(C)c1nc2cc(Cl)ccc2n(Cc2ccccc2)c1=O
  44%[activator], -8%, -11%, 118%[activator], -2%[57.1 µM], -3%, -7%, 5%, -12%
5. CCOC(=O)N1CCN(C2=C(NS(=O)(=O)c3ccc(NC(C)=O)cc3)C(=O)c3ccccc3C2=O)CC1
  -11%[57 µM], 21%, -5%, u, u, -8%, u, -5%, -12%
6. COc1cccc(NC(=O)c2ccc(CN3CCN(c4ccccc4)CC3)cc2)c1
  -22%, x, -2%, u, 19%, -5%, -6%, 9%, 1%
7. C=CCN(c1ccc(C(=O)OC)cc1)S(=O)(=O)c1ccccc1
  29%, 0%, 1%, 0%, 12%, 1%, -3%, -2%, 10%
8. CCN(CC)c1cc(Oc2ccccc2)ncn1
  12%, -12%, -6%, -4%, -1%, i, -3%, 1%, 22%
9. CC(=O)c1c(C)[nH]c(C(=O)OCC(=O)Nc2ccccc2Cl)c1C
  11%, 1%, 0%, -18%, -4%[57.1 µM], -2%, -16%, -8%, 17%
10. COc1ccc(NC(=O)O/N=C/c2c(C)nn(C(C)(C)C)c2C)cc1
  45%[activator], -11%, 7%, -11%, 19%, 0%, 59%[activator], 3%, -19%
11. Cc1ccc(N(CC(=O)NCCSc2ccccn2)S(=O)(=O)c2ccc(F)cc2)cc1
  20%, 2%, 0%, -6%, 8%[57.1 µM], -2%, 1%, -3%, 7%
12. Cc1nn(Cc2ccc(C(=O)NC(C)(C)C)o2)c(C)c1Br
  45%, -3%, 1%, -5%, u, -5%, -29%, 4%, -35%
13. Cc1[nH]c(C)c(S(=O)(=O)Nc2ccc(OC(F)(F)F)cc2)c1C(=O)N1CCCCC1
  15%, 15%, -11%, -33%, 21%[57.1 µM], -2%, -3%, -2%, 5%[56.9 µM]
14. Cc1ccc(S(=O)(=O)N2CCN(C(=O)COC(=O)C3CCC3)CC2)cc1
  19%, 15%, 7%, -3%, -8%[57.1 µM], -2%, -4%, -5%, 25%
15. CC(C)Oc1ccc(C2C(C(=O)c3ccco3)=C(O)C(=O)N2Cc2cccnc2)cc1 (stereo unspecified)
  17%, 2%, 1%, -11%, -20%, 11%, u, 1%, 2%
16. Cc1ccc2c(c1)C(C)(C)[C@]1(C)NC(=O)CCN21
  9%, 17%, -1%, -8%, 4%, 1%, 130%[activator], -1%, -3%
17. Brc1ccc2cccnc2c1
  25%, -1%, 3%, 14%, 7%[57.1 µM], 3%, 0%, 0%, 7%
18. O=C(N/N=C\c1c(F)c(F)c(F)c(F)c1F)c1ccc(-c2ccccc2)cc1
  9%, 1%, -13%, -12%, 37%[activator], -9%, 7%, -11%, u
19. Cc1ccc(S(=O)(=O)N2CCN(C(=O)COC(=O)/C=C/c3ccccc3F)CC2)c(C)c1
  19%, -13%, 24%, -5%, -4%, 0%, -13%, 7%, -8%
20. Cn1nc(C(=O)Nc2cccc(S(=O)(=O)N3CCCCC3)c2)c2ccccc2c1=O
  11%, -6%, -3%, -17%, -55%[57.1 µM], i, 2%, 15%, -2%
21. Cc1occc1C(=O)NNC(=O)c1ccccc1F
  26%, 4%, -2%, -3%, 12%, -9%, -3%, 0%, 17%
22. O=C(Nc1ccccc1O)c1cccc(S(=O)(=O)Nc2ccccc2O)c1
  9%, 10µM*, 0%, -16%, 6%[57.1 µM], -5%, -24%, -1%, 37%
23. COc1cc(OC)cc(C(=O)Nc2cc3c(cc2N2CCOCC2)n(C)c(=O)n3C)c1
  18%, -18%, 4%, -17%, 11%, i, -13%, -12%, -11%
24. CCN(CC)c1ccc(/C=N/NC(=O)c2cccc(S(=O)(=O)Nc3ccccc3OC)c2)cc1
  36%, 23%, 3%, -4%, 3%, -5%, 8%, u, -4%
25. O=C(CCS(=O)(=O)c1cccs1)Nc1ccc(C(=O)Nc2ccccc2F)cc1
  26%, -1%, 0%, -6%, 0%, 9%, -18%, 10%, -9%
26. O=C(Cn1cc(C(=O)c2ccco2)c2ccccc21)Nc1ccccc1F
  10%, -5%, 3%, -18%, 21%[57.1 µM], -4%, -7%, 2%, -13%
27. CCCNC(=O)c1cnc2sc(N3CCCCC3)nn2c1=O
  19%, -3%, -4%, 8%, 18%[57.1 µM], 6%, -28%, 0%, -17%
28. O=C(NCc1ccco1)c1cc2n(n1)C(C(F)(F)F)CC(c1ccc(Br)cc1)N2 (stereo unspecified)
  24%, 2%, 0%, -16%, 21%, -7%, 0%, -1%, 5%
29. Cc1cccc(-n2cnc3cc(C(=O)N4CCc5ccccc54)ccc32)c1
  10%, -1%, x, -34%, -1%, 3%, 21%, 10%, 15%
30. CCC(=O)N1CCC2(CC1)Oc1ccc(F)cc1C(=O)C21CC(c2ccc(Cl)cc2)=NO1 (stereo unspecified)
  22%, 1%, 4%, -26%, -5%[57.1 µM], -1%, -8%, 9%, -3%
31. CCc1cccc(NS(=O)(=O)c2c(C)nc3scc(C)n3c2=O)c1
  -17%, 1%, -8%, -13%, -1%[57.1 µM], 3%, -11%, 0%, -8%
32. Cc1ccc2nc(/C(C#N)=C/c3ccccc3F)[nH]c2c1
  43%[activator], 2%, -1%, -16%, 3%, i, -24%, 5%, 4%
33. Cc1ccc(N(CC(=O)NCc2ccccc2)C(=O)CCC(=O)Nc2ccccn2)cc1C
  10%, 0%, -5%, -2%, 11%, -5%, -5%, -3%, 8%
34. CC(C)c1ccc(NC2CCCN(C(=O)c3cnc4ccccn4c3=O)C2)cc1 (stereo unspecified)
  6%, 0%, 4%, -23%, -10%, -1%, u, -3%, -12%
35. CCOC(=O)C1CCC(CN(Cc2ccccc2C)S(=O)(=O)c2ccc([N+](=O)[O-])cc2)CC1 (stereo unspecified)
  -19%, 3%, u, -35%, -5%, -3%, -2%, -3%, -13%
36. COc1cccc(CNS(=O)(=O)c2cccc(S(=O)(=O)N3CCOCC3)c2)c1
  4%, 4%, 9%, -11%, 2%[57.1 µM], i, -6%, 0%, -3%
37. O=C(NNC(=O)c1cc(-c2ccccc2)nc2ccccc12)c1csc(N2CCOCC2)n1
  2%, 17%, 5%, -34%, -3%, -4%, 19%, 8%, 4%
38. CCc1cc(-c2n[nH]c(CCC(=O)O)c2-c2nc3ccccc3n2C)c(O)cc1O
  29%, 0%, -2%, -17%, -10%[57.1 µM], -8%, -7%, -12%, 16%
39. CN(C)S(=O)(=O)c1ccc(C(=O)Nc2cccc(S(=O)(=O)NC3=NCCC3)c2)cc1
  26%, 1%, -2%, -8%, 16%, -2%, 0%, 2%, -2%
40. Cc1ccccc1NC(=O)CSc1nc(-c2cccs2)nc2cc(=O)[nH]n12
  6%, 3%, 2%, u, 13%[57.1 µM], 0%, -13%, 3%, -2%
41. CCOc1ccc(C(=O)c2cn(Cc3ccc(OC)cc3)c3cc(OC)c(OC)cc3c2=O)cc1
  42%, -5%, 0%, -26%, 3%, -10%, -13%, 38%[activator], -14%
42. COc1ccc(/C=N/Nc2ccccn2)cc1OC
  27%, 20%, 5%, -20%, 11%, -3%, 181%[activator], u, 19%
43. COc1ccc(NC(=O)c2ccc(NCCN3C(=O)CCC3=O)c([N+](=O)[O-])c2)cc1
  5%, -14%, 0%, -24%[57.1 µM], 16%[57.1 µM], -7%, -4%, 4%, 1%
44. C=C(C)C(=O)Nc1cccc(C2=NOC3(C2)C[C@@H](C(N)=O)N(C(=O)c2ccc(Cl)cc2)C3)c1 (stereo partly specified)
  7.9µM*, 10µM*, -3%, 7.1µM*, -11%, 2.2µM*, x, u, -5%
